DDE Tn6 FP inh: DD(E)-Tn6 binding inhibition, primary FP screen. Fibrin DD(E) TRITC-Tn6 fluorescence polarization displacement. inhibition, % at 8.3 µM. AID 720509. actives 0.21% (n = 370,000);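 active = inhibition above a per-campaign cutoff: mean of compounds within control limits plus 3 SD, cut at about 15% in these data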;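 note: 0% = median of all compound wells on the plate and 100% = blocking peptide control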
LEDGF integ inh: blocks HIV-1 LEDGF/p75-dependent DNA integration; inhibition, % at 3.7 µM; AID 743269; actives 0.64% (n = 370,000); TR-FRET IN-LEDGF/p75 DNA integration, Eu/Cy5;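 active = inhibition above the screen-wide mean plus 3 SD, cut at about 13% in these data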;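 note: signal is the Cy5 over europium emission ratio at 671 and 618 nm; 0% = plate median of compound wells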
SIAE inh: blocks human sialic acid acetylesterase; Q9HAT2; SIAE FP-Rh probe binding, fluorescence polarization; inhibition, % at 9.66 µM; actives 0.69% (n = 370,000); AID 1053197;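 active = inhibition above a cutoff: mean of compounds within the control limits plus 3 SD of those, cut at about 17% in these data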;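 note: 0% = plate median of compound wells and 100% = probe without SIAE protein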
UHRF1 MBD2 ctr: blocks human UHRF1 binding to methylated DNA. Q96T88. UHRF1 binding to methylated oligo, TR-FRET. inhibition, % at 4.4 µM. actives 0.75% (n = 370,000). AID 687016; in the data active = inhibition above about 21%;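 note: UHRF1 SRA domain binding a hemimethylated CpG hairpin DNA probe; 0% = median of test compound wells and 100% = reference inhibitor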
Target sequence (Q96T88 whole entry, looked up, the tested form may be a part): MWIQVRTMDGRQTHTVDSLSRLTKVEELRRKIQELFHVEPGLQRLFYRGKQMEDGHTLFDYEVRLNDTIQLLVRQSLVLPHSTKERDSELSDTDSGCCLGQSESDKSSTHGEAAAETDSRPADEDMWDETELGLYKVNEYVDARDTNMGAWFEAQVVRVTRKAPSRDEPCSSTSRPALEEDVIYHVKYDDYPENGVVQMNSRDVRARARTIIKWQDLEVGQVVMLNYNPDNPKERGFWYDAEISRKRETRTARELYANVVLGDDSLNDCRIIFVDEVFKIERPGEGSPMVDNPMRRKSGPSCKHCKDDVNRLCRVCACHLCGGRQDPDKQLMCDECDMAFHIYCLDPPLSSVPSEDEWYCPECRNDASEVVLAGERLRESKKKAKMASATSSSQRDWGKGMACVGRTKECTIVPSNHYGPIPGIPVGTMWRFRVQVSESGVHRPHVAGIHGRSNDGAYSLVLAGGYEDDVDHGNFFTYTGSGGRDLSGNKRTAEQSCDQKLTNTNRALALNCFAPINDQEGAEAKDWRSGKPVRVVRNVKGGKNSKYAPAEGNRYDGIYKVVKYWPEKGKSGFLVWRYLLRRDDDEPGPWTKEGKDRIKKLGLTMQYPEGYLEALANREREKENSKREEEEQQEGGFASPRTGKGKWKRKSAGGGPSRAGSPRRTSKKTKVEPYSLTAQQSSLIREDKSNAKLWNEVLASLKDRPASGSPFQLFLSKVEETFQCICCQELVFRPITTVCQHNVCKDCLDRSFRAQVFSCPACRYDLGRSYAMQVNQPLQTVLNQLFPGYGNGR
DDE Tn7 FP inh: inhibitors of Tn7 peptide binding to human fibrin DD(E); AID 720508; P02675; actives 0.13% (n = 370,000); FP displacement of FITC-Tn7 peptide from fibrin DD(E); 0% = median of compound wells per plate; inhibition, % at 8.3 µM;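 active = inhibition above the mean of compounds falling within the control limits plus 3 SD of them, cut at about 14% in these data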;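 note: 0% = plate median of compound wells and 100% = 10 µM Aha-Tn7 peptide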
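Measure: % inhibition scaled between sample-field median and high-control FP; Test system: human fibrin DD(E); Quantity: 2 µM final DD(E) protein; Doses: one dose, 8.3 µM nominal; Schedule: compound with protein 10 min, then 3 h after probe, room temperature; Detection: fluorescence polarization; Medium: Tris buffer with calcium and detergent, pH 7.8.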
PRMT1 inh: inhibitors of human PRMT1 | Q99873 | recombinant PRMT1, activity-based probe fluorescence polarization | inhibition, % at 2.79 µM | actives 1.3% (n = 370,000) | AID 652257;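 active = inhibition above about 21% made by adding two undisclosed values, limit read from the data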
TCR CD3 inh: blocks the human TCR-CD3 interaction | TAMRA-labeled TCR probe fluorescence, biochemical | inhibition, % at 9.4 µM | actives 0.37% (n = 360,000); in the data active = inhibition above about 19%;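 note: recombinant mutant TCR 2C K166C tagged with TAMRA read by polarization; 0% = receptor in buffer alone and 100% = receptor with positive control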
KLK7 zymogen act: proKLK7 (human) activation, primary screen; AID 652039; purified proKLK7, EDANS-DABCYL substrate fluorescence; 100% is mature enzyme control, 0% vehicle; P49862; actives 0.9% (n = 370,000); activation, % at 7 µM;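 active = activation above the mean of all tested compounds plus 3 SD, computed per campaign excluding outliers beyond control limits, cut at about 13% in these data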
Target sequence (P49862 whole entry, looked up): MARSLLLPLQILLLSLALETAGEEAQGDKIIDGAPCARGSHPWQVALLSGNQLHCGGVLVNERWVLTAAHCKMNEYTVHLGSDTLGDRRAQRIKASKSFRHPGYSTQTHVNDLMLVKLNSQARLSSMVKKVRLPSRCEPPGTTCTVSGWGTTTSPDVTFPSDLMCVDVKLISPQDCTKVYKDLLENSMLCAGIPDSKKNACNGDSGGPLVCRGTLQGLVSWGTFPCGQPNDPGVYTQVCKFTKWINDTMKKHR
MBD2 DNA inh: MBD2-methylated oligo binding inhibition. TR-FRET, MBD2 binding to methylated oligonucleotide. actives 0.31% (n = 370,000). inhibition, % at 4.4 µM; in the data active = inhibition above about 13%
TDP2 inh: blocks human TDP2 phosphodiesterase activity; O95551; actives 0.34% (n = 370,000); recombinant TDP2, T5PNP hydrolysis, p-nitrophenol absorbance 415 nm; inhibition, % at 12.8 µM; AID 720702;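 active = inhibition above the mean of all tested compounds plus 3 SD, set per campaign, cut at about 25% in these data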;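 note: 0% = DMSO with enzyme and 100% = buffer with substrate but no TDP2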
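System – recombinant human TDP2 · Quantity – TDP2 enzyme at 120 nM final · Doses – single concentration, 12.8 µM nominal, with 1% DMSO · Incubation – 2 h at 37 °C · Measured by – epi absorbance of p-nitrophenol freed from T5PNP by hydrolysis · Read-out – % inhibition relative to enzyme-containing and enzyme-free wells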
Starred values were filed as active, the others as inactive.

SMILES	DDE Tn6 FP inh	LEDGF integ inh	SIAE inh	UHRF1 MBD2 ctr	DDE Tn7 FP inh	PRMT1 inh	TCR CD3 inh	KLK7 zymogen act	MBD2 DNA inh	TDP2 inh
N#Cc1ccc(OCC(=O)N[C@@H](Cc2ccccc2)c2nc3ccccc3[nH]2)cc1	0	1	-6	-3	3	-3	1	-0.2	-4	18
CC(C)N(CCn1cnc2c([nH]c3ccccc32)c1=O)C(C)C	1	-1	4	-1	2	-3	2	0.8	-4	11
CC(C)(C)c1ccc(C(=O)O/N=C(\N)c2ccccc2)cc1	-1	0	2	-4	1	-3	-3	0.5	3	8
Cc1ccc(S(=O)(=O)N2C[C@H]3[C@H]4C(=O)N(Cc5ccccc5)C(=O)[C@H]4CC(=O)[C@H]3[C@@H]2c2ccccc2)cc1	0	3	-1	4	6	1	-4	-0.9	0	-2
CCc1cccc(NC(=O)Cn2cc(C=O)c3ccccc32)c1	-2	2	-1	0	-6	-2	-1	-0.8	-1	7
CCCCn1c(SCC(=O)Nc2sc3c(c2C(N)=O)CCC3)nnc1-c1ccccc1	-2	-1	-3	20	0	4	-1	-0.2	13*	3
CC1CCN(C(=O)c2[nH]cnc2C(=O)NCC(=O)OC(C)(C)C)CC1	7	-2	-1	0	-1	-2	0	-0.3	0	0
O=C(NN1CC(=O)N(c2cc(Cl)cc(Cl)c2)CC1=O)c1cccs1	7	1	2	0	1	-8	4	-0.7	-4	-16
CC1(C)OC(c2ccccc2)=C/C(=C/C=N/NC(=O)c2ccncc2)O1	4	5	3	-4	4	-3	0	0.1	-8	-11
COc1ccc(-c2nnc(SCc3nnc(-c4ccccc4)o3)n2-c2ccccc2)cc1	7	-1	-2	-1	2	-3	7	0.3	-3	-10
O=C(NN1CCOCC1)c1cc(-c2cccs2)nc2ccccc12	2	5	1	-4	4	-3	-11	37*	-8	-23
CN1CCCCC(NC(=O)C23CC4CC(CC(C4)C2)C3)C1=O (configuration not stated)	7	1	-7	3	4	2	-1	-0.3	5	3
CCOC(=O)C1(Cc2cccc(F)c2)CCN(Cc2cnn(CC)c2C)CC1	-1	2	-2	1	9	2	-6	-0.5	0	-2
Cc1cc[n+](-c2nc3ccccc3nc2C(=C=[N-])C#N)cc1	2	-2	-8	-16	5	3	-4	0.3	-13	-1
CC1(N=Cc2cc(Cl)ccc2O)COP(=O)(Nc2ccccc2)OC1 (configuration not stated)	4	-2	6	-2	2	-2	8	-0.8	-6	-3
CCOC(=O)N1CCN(C(=O)c2cn(-c3ccc(C)c(C)c3)c(=O)c3ccccc23)CC1	-4	-4	6	3	5	4	0	-0.2	11	-4
CCN(CC)C(=O)Oc1ccc2oc(=O)cc(-c3cc4cccc(OC)c4o3)c2c1	-10	-1	-23	21*	1	0	2	-0.6	4	-12
Cc1ccc(-n2nnnc2SCC(=O)N2Cc3ccccc3CC2C(=O)O)cc1 (configuration not stated)	-3	-6	6	3	-2	5	-1	-0.3	-4	-10
CCOc1ccc(-c2c(C(=O)N/N=C/c3ccccc3)nnn2-c2nonc2N)cc1	-1	2	-5	1	-4	-1	-3	-1.1	-1	-4
CNC(=O)C(=O)NCC1CCCN1S(=O)(=O)c1cccs1 (configuration not stated)	5	9	1	1	0	-1	7	0.3	1	-11
CC(=O)Nc1ccc(Nc2cc(C)nc3c(-c4ccccc4)c(C)nn23)cc1	2	2	4	7	0	0	2	-1.3	-3	-5
O=C(NCCN1CCN(c2ccccc2)CC1)C1(S(=O)(=O)c2ccc(Cl)cc2)CC1	-2	-1	7	-3	0	-1	-1	-0.5	-2	-4
COc1cccc(C(=O)OCC(=O)NCCCc2ccccc2)c1	8	-2	-3	-1	-2	4	-3	-0.1	8	8
Cc1cccc(C)c1NC(=O)CCCSc1nnc(-c2ccc(F)cc2)n1-c1ccccc1	-7	1	2	-1	-2	-1	2	-0.1	-3	0
CCC(Sc1nnc(-c2ccc(C)c(Cl)c2)n1CC)C(=O)Nc1nccs1 (configuration not stated)	12	1	13	-3	2	-1	-1	0.3	1	1

(further entries)
SMILES	DDE Tn6 FP inh	LEDGF integ inh	SIAE inh	UHRF1 MBD2 ctr	DDE Tn7 FP inh	PRMT1 inh	TCR CD3 inh	KLK7 zymogen act	MBD2 DNA inh	TDP2 inh
Cc1onc(-c2ccccc2)c1C(=O)OCC(=O)N(C)c1ccccc1	2	0	-2	0	3	-7	3	0.1	-3	-11
Cc1cccc(CN2CCC(CNC(=O)CSc3cc(=O)n(C)c4cc(Cl)ccc34)CC2)c1	-2	-1	-1	0	-3	1	0	-0.7	9	8
COc1ccc(C)cc1C(=O)CCC(=O)NC1CCCCC1	-5	3	-2	0	-2	-2	-3	1.2	-5	1
CCOc1ccc(-n2c(C)nc3c(cnn3-c3ccc(Cl)cc3)c2=O)cc1	8	-2	-3	2	-5	0	0	0.0	3	-6
CCCOC(=O)NC(CC)COC(=O)Nc1cccc(C)c1C (configuration not stated)	-2	-3	-1	-3	-5	-2	3	0.6	5	-1
CC(C)(C)OC(=O)N[C@@H](Cc1ccccc1)C(=O)N[C@@H](CO)[C@H](O)[C@@H]1C[C@@H]1C(=O)N1CCCC1	6	-2	-1	-1	-4	-2	-1	0.8	0	-5
O=C(c1ccc(Cl)cc1)N1CCC(O)(CSc2ccccc2)CC1	-2	-1	1	1	0	1	3	0.9	0	-4
CCOC(=O)c1cc(-c2cccc([N+](=O)[O-])c2)n[nH]1	-1	-6	-4	1	-2	-1	-7	-0.5	-2	-4
CCc1ccc(/C=C2\SC(=S)N(CCCC(=O)N3CCN(C)CC3)C2=O)cc1	-1	-4	0	1	-2	6	-14	0.8	2	-9
CC1(C(=O)NS(=O)(=O)C2CC2)CCN(C(=O)COc2ccc(Cl)cc2Cl)C1 (configuration not stated)	-4	14*	-3	2	-10	-1	-6	0.1	1	-3
Fc1ccc2cnc(-c3cccnc3)cc2c1	2	1	-1	-6	0	2	-5	-0.1	3	0
COc1ccc(NC(=O)CCS(=O)(=O)c2cccc3nonc23)cc1Cl	-1	-2	-1	-3	-5	-7	-4	0.0	-5	-9
CC(C)CC(c1nnnn1CC1CCCO1)N1CCN(Cc2ccc3c(c2)OCO3)CC1 (configuration not stated)	12	-1	1	1	2	-1	0	0.2	-4	-4
CCC(C(=O)Nc1c(C)cccc1C)n1c(-c2cc(C)cs2)nc2ccccc21 (configuration not stated)	8	-1	-3	0	-1	0	-2	0.3	-1	-2
O=C(c1cc(=O)c2ccccc2o1)N(Cc1ccccc1)C1CCS(=O)(=O)C1 (configuration not stated)	-6	-2	-2	-1	-1	1	3	0.7	-5	6
C[C@]12Cc3ccccc3C1CC1=N[C@@H](c3ccc(C(F)(F)F)cc3)O[C@@]13C[C@@H]2C(=O)N3Cc1ccncc1 (some centres not stated)	-4	-2	-5	-2	1	0	2	-0.5	3	4
Cc1cccc(N(C(=O)CCC(=O)Nc2cc(C)on2)C(C(=O)NC2CCCC2)c2ccc(C)o2)c1 (configuration not stated)	2	1	-1	-1	1	2	-3	0.0	-4	13
S=C(NCCCN1CCOCC1)N1CCN(c2ccccc2)CC1	1	-5	5	4	-5	2	1	0.3	-2	-7
Cc1ccc(S(=O)(=O)N2CCOCC2)cc1NC(=O)COC(=O)c1cncc(Br)c1	-3	-1	3	8	-5	3	-2	-1.7	2	1
Fc1ccccc1CNc1ccc(Cl)cc1	-2	-3	1	-3	-6	0	0	0.1	-6	2
CNC(=O)COC(=O)c1ccc(Cl)c(S(N)(=O)=O)c1	-4	3	-1	4	-1	-5	5	0.2	-4	4
COc1ccccc1CNS(=O)(=O)CCNC(=O)c1ccccc1	-7	0	-3	1	-1	-1	6	-0.1	6	4
COc1ccc(NC(=O)c2c(C)cc(=O)oc2C)c(OC)c1	0	-3	-4	1	-6	-1	-2	-0.3	-3	-14
CC(NC(=O)C1CCC(C)(C(=O)O)C1(C)C)c1ccccc1 (configuration not stated)	8	-4	0	1	3	-3	2	0.2	-3	-2
CC12CCC3c4ccc(OCC(=O)O)cc4CCC3C1CCC2=O (configuration not stated)	-5	0	7	-2	0	3	4	-0.5	0	2
O=CNc1ccccc1	-4	5	-1	3	3	2	0	-0.4	8	-1
O=C(OCc1ccc(Cl)c(Cl)c1)c1ccccn1	2	0	-3	-1	-6	0	-3	0.1	1	-2

Whole records, looked up by structure. Order of values: DDE Tn6 FP inh | LEDGF integ inh | SIAE inh | UHRF1 MBD2 ctr | DDE Tn7 FP inh | PRMT1 inh | TCR CD3 inh | KLK7 zymogen act | MBD2 DNA inh | TDP2 inh
Cc1cccc(CN2CCC(CNC(=O)CSc3cc(=O)n(C)c4cc(Cl)ccc34)CC2)c1 is listed as -2 | -1 | -1 | 0 | -3 | 1 | 0 | -0.7 | 9 | 8
CCN(CC)C(=O)Oc1ccc2oc(=O)cc(-c3cc4cccc(OC)c4o3)c2c1 is listed as -10 | -1 | -23 | 21* | 1 | 0 | 2 | -0.6 | 4 | -12
COc1ccc(-c2nnc(SCc3nnc(-c4ccccc4)o3)n2-c2ccccc2)cc1 is listed as 7 | -1 | -2 | -1 | 2 | -3 | 7 | 0.3 | -3 | -10
CCC(Sc1nnc(-c2ccc(C)c(Cl)c2)n1CC)C(=O)Nc1nccs1 (configuration not stated) is listed as 12 | 1 | 13 | -3 | 2 | -1 | -1 | 0.3 | 1 | 1
CCOC(=O)N1CCN(C(=O)c2cn(-c3ccc(C)c(C)c3)c(=O)c3ccccc23)CC1 is listed as -4 | -4 | 6 | 3 | 5 | 4 | 0 | -0.2 | 11 | -4

By substructure: those above with a tert-butyl group.
SMILES	DDE Tn6 FP inh	LEDGF integ inh	SIAE inh	UHRF1 MBD2 ctr	DDE Tn7 FP inh	PRMT1 inh	TCR CD3 inh	KLK7 zymogen act	MBD2 DNA inh	TDP2 inh
CC(C)(C)c1ccc(C(=O)O/N=C(\N)c2ccccc2)cc1	-1	0	2	-4	1	-3	-3	0.5	3	8
CC1CCN(C(=O)c2[nH]cnc2C(=O)NCC(=O)OC(C)(C)C)CC1	7	-2	-1	0	-1	-2	0	-0.3	0	0
CC(C)(C)OC(=O)N[C@@H](Cc1ccccc1)C(=O)N[C@@H](CO)[C@H](O)[C@@H]1C[C@@H]1C(=O)N1CCCC1	6	-2	-1	-1	-4	-2	-1	0.8	0	-5
